High-throughput results as filed in PubChem.
MPTP block – permeability transition pore inhibition; isolated mouse mitochondria, Ca2+ swelling absorbance, 30 min; inhibition, % at 10 µM; 1.4% of 360,000 active; AID 602449;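 active means inhibition of 50% or more, scaled per plate between neutral and stimulator controls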;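 further: 0% = DMSO wells given calcium and 100% = 1 mM EGTA wells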
GRIN3A LBD mod – NR3A (human) ligand-binding domain modulation | NR3A LBD differential scanning fluorimetry, Tm shift; 0% = protein alone, 100% = glycine-bound protein | Tm shift relative to glycine control, % at 25 µM | 2.5% of 340,000 active;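 active means melting temperature shift of at least 10% of the positive control shift, at one fixed dose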
hIAP act – human IAP activation | P09923 | purified human IAP, CDP-Star luminescence, 30 min; active compounds read high; 1 = vehicle-only enzyme, 0 = enzyme-free background | activation factor at 10 µM | 0.16% of 330,000 active | AID 2524;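 active means activation factor of the enzyme at least 2-fold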; further: the source names both 10 and 20 µM as test concentration; values of inactives mirror those of a sister screen read the other way
Target sequence (P09923 whole entry, looked up): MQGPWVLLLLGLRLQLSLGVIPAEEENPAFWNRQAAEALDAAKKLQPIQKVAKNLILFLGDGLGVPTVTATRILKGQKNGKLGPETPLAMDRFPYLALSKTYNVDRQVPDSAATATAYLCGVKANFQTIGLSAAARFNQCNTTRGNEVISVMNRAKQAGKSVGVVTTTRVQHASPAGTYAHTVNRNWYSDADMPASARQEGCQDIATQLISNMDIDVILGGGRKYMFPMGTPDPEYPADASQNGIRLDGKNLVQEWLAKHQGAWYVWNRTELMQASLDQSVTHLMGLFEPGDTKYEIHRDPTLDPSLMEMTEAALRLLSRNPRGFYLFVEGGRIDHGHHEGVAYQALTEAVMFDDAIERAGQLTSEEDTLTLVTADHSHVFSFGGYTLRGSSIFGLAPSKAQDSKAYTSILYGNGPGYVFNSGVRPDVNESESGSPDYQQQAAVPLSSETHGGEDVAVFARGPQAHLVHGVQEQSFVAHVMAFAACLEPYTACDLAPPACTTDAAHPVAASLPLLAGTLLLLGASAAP
mIAP block – blocks mouse intestinal alkaline phosphatase; purified mouse IAP, CDP-Star luminescence, 30 min; inhibition, % at 10 µM; 0.2% of 330,000 active;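 active means inhibition of at least 40% at 10 µM in the primary screen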;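 further: plate controls were DMSO with enzyme for no effect and no enzyme wells for full effect; values of inactives mirror those of a sister screen read the other way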
APOBEC3A inh – blocks human APOBEC3A ssDNA deamination; recombinant A3A, FAM/TAMRA ssDNA deamination fluorescence; P31941; inhibition, % at 20 µM; 0.41% of 330,000 active;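 active means at least 40% inhibition at 20 µM here, with at most 30% in a related deaminase screen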;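 further: plate controls were A3A with DMSO for no effect and wells lacking A3A enzyme for full effect; some results filed as inactive read as strong as hits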
Target sequence (P31941 whole entry, looked up): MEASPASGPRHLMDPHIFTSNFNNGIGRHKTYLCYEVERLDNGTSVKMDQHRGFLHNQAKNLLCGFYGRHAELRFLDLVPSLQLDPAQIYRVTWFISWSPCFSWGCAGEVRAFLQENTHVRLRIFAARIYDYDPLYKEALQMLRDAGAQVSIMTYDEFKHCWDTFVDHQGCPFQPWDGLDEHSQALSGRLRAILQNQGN
MIN6 prolif – MIN6 beta-cell proliferation induction; proliferation, % at 10 µM; AID 2380; MIN6 cells proliferation, ATPlite luminescence, 48 h; cells starved in 0.2% serum; 100% = growth in 10% serum; 0.29% of 330,000 active;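 active means compounds whose signal lies at least 3.5 SD above the mean of all wells on their plate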;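 further: 0% = DMSO-treated cells in low-serum medium and 100% = 10% serum control; some compounds called inactive have numbers as strong as hits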
mIAP activ – increases mouse intestinal alkaline phosphatase activity | activation factor at 10 µM | muIAP, CDP-Star luminescence, 30 min; active compounds read high; 1 = vehicle-only enzyme signal, 0 = enzyme-free wells | AID 2805 | 0.24% of 330,000 active;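 active means activation factor of at least 2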; further: the source names both 10 and 20 µM as test concentration; values of inactives mirror those of a sister screen read the other way
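Assay system: mouse IAP enzyme; reagent: chemiluminescent substrate CDP-Star; dosing: test compounds delivered from DMSO solution; schedule: 30 min at room temperature; measured by: luminescence from enzymatic CDP-Star hydrolysis; controls: DMSO-only wells and no-enzyme negative control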
hIAP inh – blocks human intestinal alkaline phosphatase. inhibition, % at 10 µM. AID 2544. P09923. purified IAP, CDP-Star luminescence, 30 min. 0.12% of 330,000 active;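 active means inhibition reaching a set limit with compound at 10 µM in the primary screen, cut at about 35% in these data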;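 further: plate controls were DMSO wells with enzyme for no effect and no-enzyme buffer wells for full effect; values of inactives mirror those of a sister screen read the other way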
APOBEC3G inh – APOBEC3G (human) deaminase inhibition; 0.28% of 330,000 active; Q9HC16; inhibition, % at 20 µM; recombinant A3G, ssDNA deamination FAM/TAMRA fluorescence;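 active means inhibition of at least 40% at 20 µM, with no more than 30% in the related APOBEC3A deaminase screen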;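 further: plate controls were DMSO wells with A3G for no effect and wells lacking A3G enzyme for full effect; some compounds called inactive have numbers as strong as hits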
An asterisk follows results filed as active; · = no result given. Outcome played no part in choosing rows; 5% or so of the library scored in one or more.

SMILES	MPTP block	GRIN3A LBD mod	hIAP act	mIAP block	APOBEC3A inh	MIN6 prolif	mIAP activ	hIAP inh	APOBEC3G inh
CCN(CC)c1ccc(NC(=O)CSc2nnc3nc(C)cc(C)n23)cc1	0.7	1	1.1	-6	0	-1	1.1	-11	5
O=C(Nc1nc(-c2ccc(F)c(F)c2)cs1)C1=COCCO1	0.0	-1	0.93	-14	-5	4	1.1	7	-8
CC1(C)Cc2c(sc3c2C2=NCCN2C=N3)CS1	-1.4	-1	0.98	1	-2	2	0.99	2	-3
Cc1ccc(S(=O)(=O)NC(Cc2ccccc2)C(=O)NN)cc1 (stereo unspecified)	0.3	-1	1	11	-3	-2	0.89	-1	-4
CCOC(=O)C1=C(CS(=O)(=O)c2ccc(C)c(C)c2)NC(=O)NC1c1ccc(O)cc1 (stereo unspecified)	-2.2	-3	1	9	-4	0	0.91	-3	-15
COC(=O)Cn1cnc2c(oc3ccccc32)c1=O	1.2	0	0.94	-2	1	-2	1	6	4
Cc1ccc(S(=O)(=O)Nc2cc(-c3ccccc3)nn2C)cc1Cl	3.0	-5	0.95	-6	-2	-2	1.1	4	-3
COc1ccc(-c2nc(CSCC(=O)NC3CCCc4ccccc43)c(C)o2)cc1 (stereo unspecified)	2.9	1	0.97	-11	-3	-4	1.1	3	-5
CC1CCCN(CCOCCSc2ccccc2)C1 (stereo unspecified)	0.3	2	1	0	3	-2	0.99	-5	0
O=C(CNC(=O)c1ccco1)N/N=C/c1ccc(O)cc1O	-2.0	0	1.9	13	-2	1	0.87	-92	5
O=C(NCCc1cccs1)c1ccc(CS(=O)Cc2ccc(Cl)cc2)o1 (stereo unspecified)	-2.0	2	1.1	-5	0	-2	1.1	-8	-3
COc1ccc2c(Cl)c(C(=O)N/N=C/c3c(C)[nH]c4ccccc34)sc2c1	-0.2	32*	0.85	9	-2	0	0.91	15	-5
COc1ccc(-c2n[nH]c(=S)n2/N=C/C=C/c2ccccc2OC)cc1	0.5	-8	1.1	9	-2	1	0.91	-15	-4
CC1(C)C2CCC1(CS(=O)(=O)Nc1cccc(S(N)(=O)=O)c1)C(=O)C2 (stereo unspecified)	3.0	1	0.98	6	-4	0	0.94	2	-7
O=C(O)c1cccc(OS(=O)(=O)c2cc(Br)ccc2Br)c1	-0.8	2	0.95	-8	2	-3	1.1	5	-5
COc1ccc(C(CC(=O)Nc2ccccc2OC)n2cccc2)cc1 (stereo unspecified)	-1.1	-5	1	0	-3	-2	1	-5	-8
Cc1ccc(NC(=O)C2CC(=O)Nc3ncnn32)c(C)c1 (stereo unspecified)	0.0	-1	0.85	6	4	-2	0.94	15	1
Cc1ccc(CNCC(O)(c2ccc(F)cc2)c2ccc(F)cc2)cc1	5.5	-1	0.94	-15	3	-4	1.1	6	3
C/C(=N\NC(=O)C(N)=O)c1ccc(Br)cc1	4.0	-3	0.9	2	0	-2	0.98	10	-7
CCCCCn1c(Sc2ccccc2)nc2c1c(=O)[nH]c(=O)n2C	0.7	2	1.1	-14	-1	4	1.1	-6	-7
Cc1ccc(-n2c(=S)[nH]c3c(oc4ccccc43)c2=O)cc1	0.2	0	1.1	6	-1	-1	0.94	-6	5
Cc1c2c(nc3ccccc13)CCC(C)C2 (stereo unspecified)	5.3	3	1	4	-2	4	0.96	-1	-2
CCOC(=O)c1ccc(S(=O)(=O)NNS(=O)(=O)c2ccc(C)cc2)cc1	0.3	-1	1.1	4	-4	-2	0.96	-7	-4
CC(C)Cc1cc(C(=O)Nc2cc(Br)ccc2O)no1	4.4	-2	1.2	14	0	-7	0.85	-16	4
Cc1ccc2c(c1)COc1c3ccc(C(=O)N[C@@H](C)CO)cc3nn1-2	-1.0	-2	0.83	0	-4	-3	1	17	-8

9 entries out of the list, ordered by heavy-atom count, largest number first:
SMILES	MPTP block	GRIN3A LBD mod	hIAP act	mIAP block	APOBEC3A inh	MIN6 prolif	mIAP activ	hIAP inh	APOBEC3G inh
CCOC(=O)C1=C(CS(=O)(=O)c2ccc(C)c(C)c2)NC(=O)NC1c1ccc(O)cc1 (stereo unspecified)	-2.2	-3	1	9	-4	0	0.91	-3	-15
COc1ccc(-c2nc(CSCC(=O)NC3CCCc4ccccc43)c(C)o2)cc1 (stereo unspecified)	2.9	1	0.97	-11	-3	-4	1.1	3	-5
CCN(CC)c1ccc(NC(=O)CSc2nnc3nc(C)cc(C)n23)cc1	0.7	1	1.1	-6	0	-1	1.1	-11	5
O=C(NCCc1cccs1)c1ccc(CS(=O)Cc2ccc(Cl)cc2)o1 (stereo unspecified)	-2.0	2	1.1	-5	0	-2	1.1	-8	-3
Cc1ccc2c(c1)COc1c3ccc(C(=O)N[C@@H](C)CO)cc3nn1-2	-1.0	-2	0.83	0	-4	-3	1	17	-8
CCCCCn1c(Sc2ccccc2)nc2c1c(=O)[nH]c(=O)n2C	0.7	2	1.1	-14	-1	4	1.1	-6	-7
O=C(CNC(=O)c1ccco1)N/N=C/c1ccc(O)cc1O	-2.0	0	1.9	13	-2	1	0.87	-92	5
CC1CCCN(CCOCCSc2ccccc2)C1 (stereo unspecified)	0.3	2	1	0	3	-2	0.99	-5	0
Cc1c2c(nc3ccccc13)CCC(C)C2 (stereo unspecified)	5.3	3	1	4	-2	4	0.96	-1	-2

New compounds follow.
SMILES	MPTP block	GRIN3A LBD mod	hIAP act	mIAP block	APOBEC3A inh	MIN6 prolif	mIAP activ	hIAP inh	APOBEC3G inh
CCCn1cnnc1CNC(=O)C1CCC(=O)N(CCc2cccc(F)c2)C1 (stereo unspecified)	-1.3	-1	0.81	3	0	-1	0.97	19	-2
COC1=CCC2([N+](=O)[O-])CN(CC(=O)O)CC1([N+](=O)[O-])C2 (stereo unspecified)	19	-4	0.99	6	2	-2	0.94	1	-4
CCOc1ccccc1NC(=O)C(OC(=O)c1cnccn1)c1ccccc1 (stereo unspecified)	-2.3	2	1.2	-1	-2	-6	1	-20	3
COc1ccc(N/C=C/C(=O)c2ccc3c(c2)OCO3)cc1OC	-0.1	-41	1	8	4	-2	0.92	0	5
CCC1CCCCN1C(=S)NC(=O)c1cccs1 (stereo unspecified)	-0.3	0	1.2	-5	-6	4	1	-18	-11
COCCNc1nc2c(c(=O)n(Cc3cccc(Cl)c3)c(=O)n2C)n1C	1.0	0	0.97	2	-7	-5	0.98	3	-6
O=C(CCl)Nc1cccc(S(=O)(=O)NC2=NCCCCC2)c1	-0.4	-2	0.92	4	3	-6	0.96	8	-2
N#CC(c1ccc(Cl)nn1)c1ccc(Cl)cc1Cl (stereo unspecified)	-1.9	1	0.94	6	3	-5	0.94	6	1
CCOc1ccccc1NC(=O)NCc1cccnc1	-0.3	-5	0.88	4	4	-4	0.96	12	4
Cc1cc(OC(C)C(=O)N2CCN(c3ccc(F)cc3)CC2)c2c(C)c(C)c(=O)oc2c1 (stereo unspecified)	-0.2	-13	1.3	2	-5	-5	0.97	-31	-1
CCc1ccc(-n2c(SCC(=O)N3CCC(C(=O)O)CC3)nnc2-c2ccncc2)cc1	-0.4	1	0.95	-2	4	-2	1	5	-8
CC(=O)NC(=O)COC(=O)/C=C/c1c(C)nn(Cc2c(Cl)cccc2Cl)c1Cl	0.6	-2	0.87	6	-7	-2	0.94	13	-6
Cc1ccc(C(=O)Nc2ncccc2O)cc1S(=O)(=O)N1CCCCC1	-0.5	0	1.1	-1	-6	4	1	-8	-6
O=c1c2ccccc2sc2ccc(Cl)cc12	0.9	-10	0.9	8	0	1	0.92	10	-2
CCn1c(CN2CCN(CCO)CC2)nc2ccccc21	-0.2	2	0.99	2	0	4	0.98	1	0
CC(C)CCOc1cccc(OCC(=O)NC2CCS(=O)(=O)C2)c1 (stereo unspecified)	2.0	-1	0.92	1	-1	1	0.99	8	-5
FC(F)Oc1ccc(NC(=S)Nn2cnnc2)cc1	0.7	7	0.98	8	6	1	0.92	2	34
CC1CCCC(C)N1C(=O)CSc1nc2ccccc2s1 (stereo unspecified)	1.8	3	0.89	8	-3	-3	0.92	11	-7
COc1ccc(CNC(=O)[C@@H]2CC=C[C@@H]3CCN(Cc4ccccc4)C(=O)[C@@H]32)cc1	2.0	1	0.94	-2	-3	1	1	6	-7
CCOc1ccccc1C(=O)N[C@H](C(=O)NNC(=O)c1cccs1)C(C)C	2.0	4	1.2	-11	-1	-1	1.1	-25	-6
Cc1nonc1CC(=O)N1CCCC(C(=O)c2ccc(Cl)cc2)C1 (stereo unspecified)	1.6	0	1.1	1	3	1	0.99	-9	-8
O=C(CN(Cc1cccs1)S(=O)(=O)c1ccc(S(=O)(=O)NC2CCCCC2)cc1)Nc1ccccc1	21	13*	0.99	0	4	0	0.99	1	-1
CCn1c(Oc2ccc(F)cc2)nc2c1c(=O)n(C)c(=O)n2C	-3.0	0	0.97	2	-3	7.3*	0.98	3	-6
O=C(NC(NC(=O)c1ccccc1)c1ccccc1)c1ccccc1	-1.0	3	1	-29	-1	-1	1.3	-3	0
O=C(Nc1ccccc1F)c1coc(=O)c(Br)c1	1.2	-2	1	6	10	-4	0.94	-1	0

(list continues)
SMILES	MPTP block	GRIN3A LBD mod	hIAP act	mIAP block	APOBEC3A inh	MIN6 prolif	mIAP activ	hIAP inh	APOBEC3G inh
CN1CCN(c2nc3c(c(=O)n(C)c(=O)n3C)n2CCSc2nc3ccccc3s2)CC1	-0.4	-4	0.77	3	2	-2	0.97	24	-4
COc1cc(-c2nnc3sc(-c4cccs4)nn23)cc(OC)c1OC	0.1	3	0.99	2	3	-1	0.98	1	1
COc1ccc(N2CC(C(=O)Nc3nnc(SCC(=O)NC4CCCC4)s3)CC2=O)cc1 (stereo unspecified)	-0.9	-2	1.1	8	-2	-3	0.92	-5	1
Cc1nc2c(cc1C#N)C(=O)c1ccccc1-2	1.6	0	1.1	2	1	2	0.98	-8	-3
CCN(CC)CC(=O)Nn1c(C)nc2c(ncn2-c2ccccc2)c1=O	3.5	0	1.1	6	-3	-2	0.94	-6	-8
COc1ccc(Nc2ncnc3sccc23)cc1OC	-0.1	-3	0.98	2	4	-4	0.98	2	-1
COc1cc(/C=N/NC(=O)C(=O)Nc2ccccn2)ccc1O	1.0	4	1	28	-2	0	0.72	-3	-4
COc1ccc(C(=O)CSc2nnc(CNC(=O)c3ccc(OC)cc3)n2C)cc1	-0.3	·	0.91	-7	-4	-3	1.1	9	-7
Cc1c(Cl)c(C(=O)N2CCCc3ccccc32)nn1C	1.1	1	1	-7	-1	-2	1.1	-2	2
CCSc1ccccc1C(=O)NCc1ccco1	2.1	2	1.1	0	0	-2	1	-9	0
COc1ccc(N(CC(=O)NCc2ccc3c(c2)OCO3)C(=O)c2csnn2)cc1	-2.2	0	1	-16	-4	0	1.2	0	-6
COc1cc(/C=N/NC(=O)C(=O)NCC2CCCO2)ccc1OCC(=O)N1CCOCC1 (stereo unspecified)	-0.9	2	0.88	6	-3	0	0.94	12	-10
CN(CC(=O)Nc1ccc(N2CCOCC2)cc1)C(=O)CCc1cc(C(C)(C)C)c(O)c(C(C)(C)C)c1	-0.8	-3	0.85	4	0	-4	0.96	15	1
